MgcRacGAP inhibition – MgcRacGAP GTPase-activating activity inhibitors, confirmation, biochemical, ADP Hunter fluorescence | MgcRacGAP-stimulated Rac1 GTP hydrolysis, ADP Hunter fluorescence; higher % means a stronger effect; GST-tagged Rac1 F28L mutant substrate | inhibition, % at 30 µM; hits with a dose series show IC50 in µM | actives 0.6% (n = 340,000) | AID 624330;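 active means first-screen hits whose inhibition reached a set limit at any dose in the follow-up dose series; inconclusive means inhibition above the set first-screen limit but never retested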;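 further: fluorescence reports GDP produced by GAP-driven GTP hydrolysis; strong numbers were not always called active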
Yfh1-depleted yeast – mitochondrial function rescue without frataxin homolog – Friedreich's ataxia, plus single-dose screen, dose response (AID 1465); S. cerevisiae Yfh1-off respiration, WST-1 reduction, 72 h; higher fold induction means a stronger effect; one-dose fold induction at 50 µM; EC50 in µM for titrated hits; actives 0.074% (n = 220,000);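 active means fold induction of absorbance versus untreated yeast above a set limit, then at least 30% activation at any dose in follow-up; inconclusive means repeats straddling the limit, or above it without dose testing; inactive means fold induction below the set limit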;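 further: activators that raise dye reduction in frataxin-depleted yeast; strong numbers were not always called active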
GPR35 arrestin U2OS – GPR35 antagonists blocking zaprinast-driven arrestin recruitment, primary screen, imaging, U2OS, beta-arrestin-GFP, zaprinast agonist (AID 2058); U2OS GPR35 beta-arrestin-GFP translocation imaging, zaprinast antagonism; higher % means a stronger effect; actives 0.052% (n = 290,000); inhibition, % at 10 µM, or IC50 in µM where a hit was titrated;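 active means inhibition of at least 50% with at least 30 cells and total cytoplasm GFP at most 10,000,000; inconclusive means under 30 cells or total GFP of 10,000,000 plus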
AID2073 – disruptors of CaV2.2 binding to Mint1 – biochemical, HTRF (AID 2073). actives 0.19% (n = 290,000). HTRF protein-protein interaction, Mint1-CaV2.2; higher % means a stronger effect. one-dose inhibition, % at 20 µM; IC50 in µM for titrated hits; in the data active means inhibition mostly above about 51%, no sharp cut-off; inconclusive means no clear call, values can overlap the other calls; inactive means mostly below about 53%; further: some results filed as inactive read as strong as hits
GPR55 LPI antagonism – inhibition of LPI-stimulated GPR55 beta-arrestin translocation – imaging, U2OS, beta-arrestin-GFP, LPI agonist, primary screen (AID 2013); actives 0.13% (n = 290,000); U2OS GPR55 beta-arrestin-GFP translocation imaging, LPI antagonism; higher % means a stronger effect; one-dose inhibition, % at 10 µM; IC50 in µM for titrated hits;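 active means spots per cell inhibited over 60%, with over 100 cells counted and total cytoplasm intensity under 500,000; inconclusive means wells with under 100 cells, flagged as likely toxic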;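 further: U2OS cells stably carrying GPR55 and arrestin-GFP stimulated by 5 µM LPI near EC80; imaged beta-arrestin-GFP aggregate spots per cell after agonist stimulation; plate controls were LPI-stimulated DMSO wells for no effect and DMSO wells without LPI for full effect; some results filed as inactive read as strong as hits; confirmed hits need IC50 under 10 µM and bright autofluorescent wells are also inconclusive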
NS5 inhibitors – flavivirus cap methylation enzyme inhibition – biochemical, confirmation dose response, primary screen (AID 588689) | actives 0.3% (n = 340,000) | Dengue-2 NS5 methyltransferase capping enzyme assay, biochemical; higher % means a stronger effect | one-dose inhibition, % at 25 µM; IC50 in µM for titrated hits; in the data active means a potency from the dose series; inconclusive means inhibition above about 29% without an active follow-up result
GPR55 beta-arrestin – selective activators of receptor GPR55 – imaging, U2OS cells, beta-arrestin-GFP redistribution, primary screen (AID 1961); U2OS GPR55 beta-arrestin-GFP redistribution imaging; higher % means a stronger effect; activation, % at 10 µM; hits with a dose series show EC50 in µM; actives 0.048% (n = 290,000);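 active means activation above 40% with more than 50 cells counted in the well; inconclusive means wells holding fewer than 50 cells, flagged as toxic or sparse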;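 further: U2OS osteosarcoma cells stably expressing GPR55 and beta-arrestin-GFP; plate controls were DMSO negative control for no effect and LPI positive control for full effect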
Large T inhibition – SV40 large T antigen inhibitors, biochemical (AID 1903); SV40 large T antigen ATPase/helicase inhibition assay; higher % means a stronger effect; one-dose inhibition, % at 20 µM; IC50 in µM for titrated hits; actives 0.39% (n = 310,000); in the data active means a potency from the dose series; inconclusive means inhibition mostly from about 32% at the one dose, without a potency; inactive means the rest, 99 in 100 with inhibition below about 32%; further: strong numbers were not always called active
NTR1 ag – agonists of NTR1, primary screen, imaging, U2OS cells, beta-arrestin-GFP, high content (AID 493036); P30989; NTR1-U2OS beta-arrestin-GFP spot imaging, agonist mode; activation, % at 20 µM; actives 0.17% (n = 330,000);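 active means activation at or above 40% of the spot to cytoplasm intensity ratio, with at least 20 cells analyzed; inconclusive means wells under 20 cells, flagged as cytotoxic or low count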;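 further: 0% = DMSO without peptide and 100% = 100 nM NTR1 peptide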
Target sequence (P30989 whole entry, looked up): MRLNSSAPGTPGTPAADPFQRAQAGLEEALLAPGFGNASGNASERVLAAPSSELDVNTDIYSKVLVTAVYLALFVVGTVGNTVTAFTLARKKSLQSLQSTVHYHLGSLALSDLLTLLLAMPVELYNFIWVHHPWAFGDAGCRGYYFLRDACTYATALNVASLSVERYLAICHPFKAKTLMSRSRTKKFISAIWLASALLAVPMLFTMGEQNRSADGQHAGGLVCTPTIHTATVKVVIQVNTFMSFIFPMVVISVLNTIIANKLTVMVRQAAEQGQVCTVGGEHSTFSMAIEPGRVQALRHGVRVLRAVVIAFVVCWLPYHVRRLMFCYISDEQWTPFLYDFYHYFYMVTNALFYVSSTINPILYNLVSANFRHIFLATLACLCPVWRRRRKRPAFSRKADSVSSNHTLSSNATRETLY
NTR1 ag cell count 20 µM – also measured in NTR1 ag; calls as there; cell count; measured here: cell count, cytotoxicity flag
Numbers without * were called inactive; i = inactive; ? = inconclusive; · = not tested or not shown. This is a random part of the collection; 1.7% or so of the library scored in one or more.

Sample of the layout (two entries):
SMILES | MgcRacGAP inhibition | Yfh1-depleted yeast | GPR35 arrestin U2OS | AID2073 | GPR55 LPI antagonism | NS5 inhibitors | GPR55 beta-arrestin | Large T inhibition | NTR1 ag | NTR1 ag cell count 20 µM
CCN1C(=NCC(C)C)N[C@@H](c2cccc(F)c2)C(C(=O)OC)=C1C | 1% | · | 15% | -9% | 10% | -11% | 0.0% | 18% | 0.5 | 56
CCc1nnc(NC(=O)CSc2nnc(CNC(=O)c3ccccc3F)n2C)s1 | 4% | · | -9% | 24% | 2% | -2% | -0.2% | 4% | -1.2 | 51

Results (from the top)
SMILES | MgcRacGAP inhibition | Yfh1-depleted yeast | GPR35 arrestin U2OS | AID2073 | GPR55 LPI antagonism | NS5 inhibitors | GPR55 beta-arrestin | Large T inhibition | NTR1 ag | NTR1 ag cell count 20 µM
CCN1C(=NCC(C)C)N[C@@H](c2cccc(F)c2)C(C(=O)OC)=C1C | 1% | · | 15% | -9% | 10% | -11% | 0.0% | 18% | 0.5 | 56
CCc1nnc(NC(=O)CSc2nnc(CNC(=O)c3ccccc3F)n2C)s1 | 4% | · | -9% | 24% | 2% | -2% | -0.2% | 4% | -1.2 | 51
O=C1c2ccccc2NC(c2cccc(O)c2)N1c1ccccc1 (stereo not drawn) | 9% | · | 4% | 15% | 5% | 2% | -0.1% | -3% | 0.0 | 89
Cc1ccc(-c2csc(NC(=O)C3=NN(c4ccccc4)C(=O)CC3)n2)cc1 | 13% | i | -8% | 20% | 5% | -7% | 0.3% | 11% | 8.2 | 72
COC(=O)c1ccc(CNC(=O)CSC2=NCCS2)cc1 | 11% | i | 6% | 4% | 4% | -7% | -0.5% | 6% | 0.3 | 41
CCCCN(C(=O)c1ccc(C)o1)c1c(N)n(CCCC)c(=O)[nH]c1=O | -7% | · | · | · | · | -3% | · | 7% | 0.4 | 61
CC(C)Sc1sc(C(=O)O)c(-c2ccc(Cl)cc2)c1C#N | 6% | i | -12% | 6% | -8% | -9% | 0.1% | 14% | -0.5 | 50
O=C(Nc1cccc2ncccc12)c1cccc(F)c1 | -1% | i | 0% | 2% | -9% | 1% | 0.2% | 5% | -0.6 | 62
O=S(=O)(/C=C/c1ccccc1)c1ccccc1 | 6% | i | 2% | 3% | 12% | -6% | -0.2% | -3% | -2.0 | 104
CC(C)CNC(=O)c1ccccc1-c1ccccc1C(=O)O | 6% | i | 4% | 32% | 8% | -4% | -0.1% | -2% | 2.7 | 77
O=C(NC(=S)Nc1ccc2c(c1)C(=O)c1ccccc1C2=O)c1ccc(F)cc1 | · | i | 6% | 6% | 2% | · | -0.3% | 3% | -0.6 | 74
Cc1cc(S(=O)(=O)Nc2ccc(C(=O)NCC(c3ccccc3)N(C)C)cc2)ccc1F (stereo not drawn) | 2% | · | -1% | -1% | 20% | -1% | -0.1% | 5% | 0.4 | 41
C=CCOc1ccc2ccccc2c1CNn1cn[nH]c1=S | 7% | · | 13% | -32% | -9% | -5% | 2.0% | 6% | 0.2 | 45
Cc1cc(C)n(Cc2ccc(C(=O)NCc3ccco3)o2)n1 | 13% | i | -1% | -1% | 9% | -3% | 0.1% | 6% | 2.3 | 54
COc1ccc2c(c1)c(CC(=O)OC(C)C(=O)N(C)C)c(C)n2C(=O)c1ccc(Cl)cc1 (stereo not drawn) | 3% | · | -5% | 1% | 2% | -3% | 0.0% | 2% | -0.9 | 50
CCN1CCN(C(=O)NCc2ccccc2)CC1 | 31% | i | 4% | -6% | 1% | -13% | -0.3% | 3% | 1.6 | 63
COc1ccc(NC(=O)NCCN2C(=O)C3C4C=CC(C4)C3C2=O)cc1 (stereo not drawn) | 4% | i | -13% | -2% | 8% | -7% | 0.6% | 4% | 0.3 | 52
O=C(Nc1c(F)cc(F)cc1Br)c1cc(-c2ccco2)on1 | 0% | i | 12% | -4% | 7% | -3% | 0.0% | 10% | -0.8 | 88
COc1cc(Cl)ccc1OCc1cc(C(=O)NC(C)Cc2cccnc2)no1 (stereo not drawn) | 5% | · | -2% | 2% | 1% | 0% | -0.1% | 22% | 1.3 | 79
CSCCC(NC(=O)c1ccc(Cl)c([N+](=O)[O-])c1)C(=O)N1CCN(C/C=C/c2ccccc2)CC1 (stereo not drawn) | 6% | · | · | · | · | -7% | · | 6% | 15 | 45
CC(NC(=S)Nc1ccc(Cl)cc1Cl)C(c1cccs1)N1CCCC1 (stereo not drawn) | 3% | i | 9% | -24% | 40% | · | -0.2% | 1% | -0.8 | 95
COc1ccc(-c2noc(CCC(=O)NCc3cccnc3)n2)cc1 | 4% | i | 4% | -2% | 9% | -4% | -0.2% | 8% | -0.7 | 83
Cc1c(C(=O)NC(=S)Nc2ccc(NC(=O)c3cccs3)cc2)cccc1[N+](=O)[O-] | 5% | i | · | · | · | -4% | · | · | 9.4 | 49
COc1ccc([C@@H]2[C@@H]3C(=O)N(C(C)(C)C)C(=O)[C@@H]3[C@]3(Cc4ccc(Cl)cc4)C(=O)N(c4ccc(Br)cc4)C(=O)N23)cc1 | 8% | · | -4% | 14% | -3% | -8% | -0.1% | 9% | 3.5 | 73
Cc1cccc(N2CCCn3c2nc2c3c(=O)n(CC(=O)OCc3ccccc3)c(=O)n2C)c1 | · | · | 3% | 13% | 6% | · | -0.2% | · | · | ·
COCCN1C(=O)c2cc(C(=O)Nc3ccc(C)c(F)c3)ccc2C1Nc1ccc(C)c(F)c1 (stereo not drawn) | 10% | i | -13% | 6% | -1% | -1% | 0.3% | 1% | 5.3 | 56
Cc1ccc(S(=O)(=O)NCCC(=O)N2CCN(S(=O)(=O)c3cccc(F)c3)CC2)cc1C | 1% | · | · | · | · | -3% | · | 9% | 0.5 | 59
O=C(c1ccccc1)c1nccn1-c1ccc(Cl)nn1 | 13% | i | 12% | 3% | 5% | -4% | 0.7% | 8% | 1.7 | 63
O=C(NCCCN1CCOCC1)c1ccc(S(=O)(=O)Nc2ccccc2)cc1 | 2% | · | · | · | · | -4% | · | 7% | 0.6 | 44
CCOc1ccc2c(c1)c(N=NC(=N)N)c(O)n2C | 14% | i | -9% | -2% | -12% | -6% | -0.2% | 7% | -0.5 | 61
Oc1ccc(/C=N/Nc2nc(-c3cccnc3)nc3ccccc23)c(O)c1 | 30% | i | 8% | 19% | 2% | -11% | 0.3% | 11% | 2.1 | 47
COc1ccccc1C(=O)C1CCCN(C(=O)Nc2ccccc2F)C1 (stereo not drawn) | 4% | i | -3% | 1% | 7% | 2% | -0.2% | 4% | 0.0 | 59
CCCNS(=O)(=O)c1ccc(CCC(=O)N2CCCCC2)cc1 | 4% | i | 1% | -4% | 0% | -1% | 0.6% | 1% | -1.5 | 81
CC1(C)CC(=O)c2cc(C(=O)O)c(=O)n(-c3ccccc3)c2C1 | 2% | i | -2% | 3% | 4% | -2% | 0.1% | 13% | 0.3 | 85
O=C(CN(C1CCCCC1)S(=O)(=O)c1ccc(Br)cc1)NCc1ccncc1 | 5% | i | 14% | 2% | 0% | -2% | -0.1% | -3% | 0.3 | 38
COCCn1c(SCC(=O)Nc2ccccc2F)nc2c(c1=O)SCC2 | 8% | · | -1% | 0% | -4% | 0% | 0.3% | 0% | -0.8 | 57
O=C(Cn1cnc2c(nnn2Cc2ccc(Cl)cc2)c1=O)NCc1ccco1 | 4% | i | -8% | 5% | 1% | -6% | -0.4% | 19% | 0.0 | 37
CC(C)N1CCN(CCCc2ccccc2)CC1CCO (stereo not drawn) | 1% | · | 9% | 10% | 4% | 2% | -0.3% | 24% | -0.7 | 64
Cc1cc(C)nc(NC(=S)Nc2ccc(Br)cc2Cl)c1 | 7% | i | 13% | 5.6µM* | -1% | -5% | 1.0% | 3% | 1.5 | 46
CCN(CC(=O)NCc1cccs1)C(=O)c1cccc(S(=O)(=O)Nc2ccc(OC)cc2)c1 | 2% | · | · | · | · | -4% | · | 4% | 0.2 | 39
COc1cccc(NC(=O)CSc2ccc(-c3sc(C)nc3C)nn2)c1 | 13% | · | -5% | 12% | 7% | 1% | 0.3% | 6% | 2.9 | 47
O=C(c1ccc2c(c1)OCO2)N1CCCN(C(=O)c2ccc3c(c2)OCO3)CC1 | 8% | i | -9% | 4% | -3% | -7% | -0.2% | 2% | -0.3 | 50
CC(Nc1nc(-c2ccccc2O)nc2ccccc12)c1ccccc1 (stereo not drawn) | 8% | i | 1% | 48% | 8% | -2% | -0.2% | 22% | 26 | 76
O=c1ccc(Cl)n[nH]1 | 5% | i | 2% | 2% | 14% | -9% | 0.0% | -1% | -1.0 | 92
O=c1[nH][nH]c2ccccc2c1=O | · | i | 0% | 5% | 9% | · | -0.3% | 4% | -0.5 | 58
COc1ccccc1Nc1ncc(C(=O)N2CCC(C(N)=O)CC2)c2ccccc12 | 4% | i | 6% | 3% | -1% | 6% | 0.2% | -14% | -2.0 | 86
Cc1cccc(C)c1OCc1cc(C(=O)N2CCC[C@H]2C(N)=O)no1 | 8% | · | 1% | 8% | 11% | -7% | 0.2% | 24% | 1.0 | 59
Cn1nnnc1SCC1=C(C(=O)O)N2C(=O)[C@@H](NC(=O)[C@H](O)c3ccccc3)[C@H]2SC1 | ? | i | -20% | -14% | 4% | -2% | -0.2% | ? | -1.7 | 60
CN(CCO)S(=O)(=O)c1ccc2c(c1)C(=NNC(N)=O)c1cc(S(=O)(=O)N(C)CCO)ccc1-2 | 1% | i | 4% | -19% | 1% | -10% | 0.0% | 7% | 1.6 | 62
N#Cc1ccc(-c2ccc(OCC(=O)NCCCN3CCCC3=O)cc2)cc1 | ? | i | -3% | 7% | 0% | 3% | -0.2% | ? | 0.0 | 65
O=C(Cn1ncc2c(=O)oc3ccccc3c21)N(Cc1ccco1)C1CCCCC1 | 10% | i | -4% | 12% | 5% | 0% | -0.5% | 1% | -0.4 | 66
O=C(O)c1ccc(COc2ccccc2C=C2C(=O)c3ccccc3C2=O)cc1 | 86µM* | i | 17% | 8% | 3% | 6.3µM* | 0.0% | 35µM* | 0.7 | 96
N#Cc1cccnc1Oc1ccccc1 | 5% | i | 11% | 7% | 15% | -5% | -0.2% | 8% | 0.0 | 47
O=C(NCCc1c[nH]c2ccccc12)C(F)(F)C(F)F | 9% | i | 2% | -6% | 0% | -5% | -0.3% | -1% | -1.0 | 52
CC1CN(CCOc2ccc(Cl)c(Cl)c2)CC(C)O1 (stereo not drawn) | 29% | · | 22% | 10% | 2% | -5% | -0.1% | 11% | 0.1 | 60

From PubChem
